# From PubChem
# Pf apPOL block = Pf-apPOL DNA polymerase inhibition; Recombinant Pf-apPOL, molecular beacon fluorescence, 1.5 h; inhibition, % at 10 µM; 210,000 tested, 0.25% active; AID 1794808
# mHTT-CaM PPI inh = mHTT-calmodulin interaction abrogation; inhibition, % at 15 µM; P42858; 190,000 tested, 3.6% active; AlphaScreen His-mHTT/GST-CaM binding, luminescence;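 further: 0% = both proteins with DMSO and 100% = one protein alone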
# Target sequence (P42858 whole entry, looked up, stated change not applied): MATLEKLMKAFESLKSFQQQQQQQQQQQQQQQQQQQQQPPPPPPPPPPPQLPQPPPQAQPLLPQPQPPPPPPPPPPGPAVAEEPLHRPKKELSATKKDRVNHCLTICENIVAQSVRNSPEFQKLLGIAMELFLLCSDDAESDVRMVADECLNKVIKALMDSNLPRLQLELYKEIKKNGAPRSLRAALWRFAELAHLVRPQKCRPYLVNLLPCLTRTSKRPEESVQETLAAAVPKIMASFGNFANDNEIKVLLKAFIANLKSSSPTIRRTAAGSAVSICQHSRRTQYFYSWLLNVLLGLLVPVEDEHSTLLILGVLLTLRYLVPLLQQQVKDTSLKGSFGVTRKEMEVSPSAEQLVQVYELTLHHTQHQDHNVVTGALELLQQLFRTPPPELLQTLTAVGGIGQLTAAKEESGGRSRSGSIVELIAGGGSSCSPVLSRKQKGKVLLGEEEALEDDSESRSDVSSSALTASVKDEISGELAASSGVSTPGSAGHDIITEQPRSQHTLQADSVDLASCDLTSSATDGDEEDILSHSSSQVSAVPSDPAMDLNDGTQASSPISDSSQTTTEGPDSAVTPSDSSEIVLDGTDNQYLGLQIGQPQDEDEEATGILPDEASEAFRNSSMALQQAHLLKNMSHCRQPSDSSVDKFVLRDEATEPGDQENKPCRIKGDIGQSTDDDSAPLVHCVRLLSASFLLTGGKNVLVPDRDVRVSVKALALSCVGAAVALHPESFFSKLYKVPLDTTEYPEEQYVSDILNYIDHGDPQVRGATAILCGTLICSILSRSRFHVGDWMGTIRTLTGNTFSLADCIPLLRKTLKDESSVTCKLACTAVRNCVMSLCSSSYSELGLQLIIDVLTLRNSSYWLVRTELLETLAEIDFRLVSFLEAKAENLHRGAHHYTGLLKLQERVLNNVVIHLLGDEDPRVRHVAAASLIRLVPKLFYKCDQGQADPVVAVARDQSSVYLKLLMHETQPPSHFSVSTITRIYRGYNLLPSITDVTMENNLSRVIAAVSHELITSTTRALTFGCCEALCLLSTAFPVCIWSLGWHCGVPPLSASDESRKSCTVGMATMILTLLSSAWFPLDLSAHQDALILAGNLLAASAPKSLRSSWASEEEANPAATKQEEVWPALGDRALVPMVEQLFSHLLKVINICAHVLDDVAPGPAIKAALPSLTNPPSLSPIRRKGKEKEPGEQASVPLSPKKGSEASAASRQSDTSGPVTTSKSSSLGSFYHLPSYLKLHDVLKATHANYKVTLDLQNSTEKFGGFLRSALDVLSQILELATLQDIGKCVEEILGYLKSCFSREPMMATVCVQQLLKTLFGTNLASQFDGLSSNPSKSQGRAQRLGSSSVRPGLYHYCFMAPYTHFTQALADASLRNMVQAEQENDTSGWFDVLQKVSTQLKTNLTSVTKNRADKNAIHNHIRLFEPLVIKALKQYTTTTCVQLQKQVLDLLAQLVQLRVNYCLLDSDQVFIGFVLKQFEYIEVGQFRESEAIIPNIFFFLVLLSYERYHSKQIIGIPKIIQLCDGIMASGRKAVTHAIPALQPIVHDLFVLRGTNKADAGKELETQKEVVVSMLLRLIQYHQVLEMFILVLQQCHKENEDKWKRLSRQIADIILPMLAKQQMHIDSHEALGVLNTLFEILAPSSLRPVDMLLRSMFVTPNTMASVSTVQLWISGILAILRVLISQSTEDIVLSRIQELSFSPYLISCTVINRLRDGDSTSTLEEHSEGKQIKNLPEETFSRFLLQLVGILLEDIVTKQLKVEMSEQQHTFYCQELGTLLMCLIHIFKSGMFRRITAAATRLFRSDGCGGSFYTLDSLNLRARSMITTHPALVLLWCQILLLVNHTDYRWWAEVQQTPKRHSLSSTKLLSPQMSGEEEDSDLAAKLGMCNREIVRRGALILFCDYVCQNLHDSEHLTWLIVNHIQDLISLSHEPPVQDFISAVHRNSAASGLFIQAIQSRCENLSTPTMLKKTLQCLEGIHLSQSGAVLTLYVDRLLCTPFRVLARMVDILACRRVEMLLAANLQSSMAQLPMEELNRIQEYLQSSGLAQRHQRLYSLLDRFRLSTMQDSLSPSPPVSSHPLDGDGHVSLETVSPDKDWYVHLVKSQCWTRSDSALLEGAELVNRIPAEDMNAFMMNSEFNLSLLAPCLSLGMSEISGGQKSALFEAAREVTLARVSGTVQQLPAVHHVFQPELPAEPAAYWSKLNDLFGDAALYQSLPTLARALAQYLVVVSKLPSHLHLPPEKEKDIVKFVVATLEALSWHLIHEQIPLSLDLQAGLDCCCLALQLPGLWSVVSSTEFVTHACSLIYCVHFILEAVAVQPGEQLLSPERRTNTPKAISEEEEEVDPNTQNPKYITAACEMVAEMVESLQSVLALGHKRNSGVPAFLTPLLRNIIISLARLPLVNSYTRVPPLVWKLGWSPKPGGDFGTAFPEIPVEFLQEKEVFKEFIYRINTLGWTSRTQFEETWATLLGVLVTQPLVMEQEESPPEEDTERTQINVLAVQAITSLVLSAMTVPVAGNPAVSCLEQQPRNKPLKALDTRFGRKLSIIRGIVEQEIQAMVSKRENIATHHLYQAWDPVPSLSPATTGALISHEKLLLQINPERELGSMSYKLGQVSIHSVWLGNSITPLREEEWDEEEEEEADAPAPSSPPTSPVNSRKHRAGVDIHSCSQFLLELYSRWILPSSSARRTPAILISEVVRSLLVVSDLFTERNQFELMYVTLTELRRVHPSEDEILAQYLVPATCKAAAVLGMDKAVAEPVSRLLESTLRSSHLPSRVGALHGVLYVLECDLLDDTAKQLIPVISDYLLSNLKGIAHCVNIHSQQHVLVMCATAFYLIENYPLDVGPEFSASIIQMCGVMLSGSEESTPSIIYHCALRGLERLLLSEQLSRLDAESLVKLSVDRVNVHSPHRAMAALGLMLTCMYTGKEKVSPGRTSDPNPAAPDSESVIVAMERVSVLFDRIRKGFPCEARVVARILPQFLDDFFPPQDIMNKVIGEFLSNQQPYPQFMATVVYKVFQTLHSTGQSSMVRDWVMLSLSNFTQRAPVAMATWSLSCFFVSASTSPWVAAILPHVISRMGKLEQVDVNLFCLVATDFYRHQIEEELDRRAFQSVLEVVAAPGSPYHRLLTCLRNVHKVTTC
# Numbers without * were called inactive; / = no result given; & = joins results of further samples. No stated cut-off is given here; in the data, active means inhibition above about 50%; inactive means the rest.
SMILES,Pf apPOL block,mHTT-CaM PPI inh
N#Cc1sc2nc3c(cc2c1N)CCCCCC3,/,-21
O=C(Nc1nc2ccsc2c(=O)s1)c1ccc(F)cc1Cl,5&0,/
CCn1cc(/C=C/C(=O)NC(=S)Nc2cnn(C)c2C)cn1,/,0
Cc1ccc(C(=O)CSc2nc(O)cc(=O)[nH]2)c(C)c1,2,1
COC(=O)c1ccc(S(=O)(=O)Nc2ccc(N3CCOCC3)cc2)n1C,-2,/
O=S1(=O)CC(N2CCN(CCO)CC2)CN1Cc1ccccc1 (stereo not given),1,0
COc1ccc(-c2noc(C3CCN(CC(=O)Nc4ccc(F)cc4)CC3)n2)cc1,-5,-5
COc1ccc(N2C(=O)c3ccccc3NC2c2ccc(C)cc2)cc1 (stereo not given),-4,-2
COc1ccc(NC(=O)N2CCN(C)c3ccccc32)cc1,-3,36
Cc1ccc(Oc2nccnc2N2CCCC(C(=O)Nc3ccc(Cl)cc3)C2)cc1 (stereo not given),-6,-6
CC(Cl)C(=O)Nc1c(-c2ccc(F)c(F)c2)nc2ccccn12 (stereo not given),3,28
COC(=O)c1c([N+](=O)[O-])c(C)nn1C,-3,/
CCNC(=O)Nc1ccc(N2CCCN(Cc3cccc(F)c3)C2=O)cc1,-1,2
CC(C)(C)n1nc2c(c1NC(=O)c1ccc(Cl)cc1)CS(=O)(=O)C2,-1,-4
O=C(CSc1nc2c(c(=O)n1-c1ccccc1)SCC2)N1CCCc2ccccc21,-5,-12
Cc1cccc(Cl)c1NC(=O)N1CCCN(c2nc3ccc(Cl)cc3s2)CC1,-16,/
CC(NC(=O)C(=O)NC1CCCC1)c1ccccc1 (stereo not given),-6,-5
Brc1ccc(-c2noc(Cc3ccccc3)n2)cc1,-1,-46
Cn1c(CC2CCN(C(=O)NC3CCCCC3)C2)nc2cccnc21 (stereo not given),-3,1
Cc1cc(C)c2oc(-c3ccc(NC(=O)COc4ccccc4[N+](=O)[O-])cc3)nc2c1,0,2
Cc1ccc(Oc2ncccc2NS(=O)(=O)c2ccc(C(F)(F)F)cc2)c2c1CCC2,0,/
Cc1cccc(O)c1N=Cc1cc(C(=O)O)ccc1O,-2,4
O=C(Cn1cccn1)N1CCN(S(=O)(=O)C2CC2)CC1,-2,-14
COc1ccc(CN2C(=O)CCC2(C)C(=O)NC2CCCCC2)c(OC)c1 (stereo not given),-7,-1
N#CC1=CN(c2cccc(Cl)c2)c2cc(F)ccc2S1(=O)=O,-1,-5

# Further results follow.
SMILES,Pf apPOL block,mHTT-CaM PPI inh
O=C(c1ccc(C(F)(F)F)cc1)N1CCN=C1SCc1ccccc1,-3,7
O=C(Cn1ccc2sccc2c1=O)Nc1ccccc1,-4,-5
COc1cccc(OC)c1C(=O)Nc1nc2ccc([N+](=O)[O-])cc2s1,-5,17
Nc1ncnc(NC2CCCCCC2)c1[N+](=O)[O-],-1,-3
CCCNC(=O)C1CCc2sc(C(=O)N3CCCCCC3)cc2C1 (stereo not given),-3,-3
COCc1cc(=O)[nH]c(SCC(=O)Nc2ccc(Cl)c(Cl)c2)n1,-3,2
CN1C(=O)C2(CCN(C(=O)C(C)(C)C)C2)c2ccccc21 (stereo not given),-4,0
O=C(Cc1cccs1)Nc1ccc(C(=O)c2ccccc2)cc1NC(=O)Cc1cccs1,-4,1
CCc1ccccc1-n1c(SCC(=O)Nc2ccccc2Cl)nc2[nH]ncc2c1=O,-3,10
Cc1cccc(N=c2oc3c(C)ncc(CO)c3cc2C(=O)Nc2ccccc2F)c1,-2,1
S=C(Nc1ccc(I)cc1)O[C@H]1CCC12CCC(c1ccccc1)CC2 (stereo not given in full),-3,-3
O=C(NNc1ccc(C(F)(F)F)cn1)c1ccccc1Cl,5,/
N#CC(=Cc1ccc(Cl)cc1)c1nc2ccccc2s1,-2,/
Cc1oc(C2CCN(C(=O)Nc3ccc(F)cc3F)CC2)nc1C(=O)N1CCCC1,1,-8
CCOC(=O)C1=C(c2ccccc2)c2ccccc2OC1C(=O)OCC (stereo not given),-2,-45
Cc1nc(-c2ccncc2)nc2c1CCC(=O)N2CCN1CCOCC1,-6,8
COc1ccc(OC)c(C2C=C(c3ccc(I)cc3)Nc3ncnn32)c1 (stereo not given),-9,2
Clc1ccc(Nc2nc(N3CCOCC3)c3ccccc3n2)cc1,-5,-26
CC(C)NC(=O)c1ccc(OCC2CCN(C(=O)Cc3cccs3)CC2)cc1,-1,6
CCN(CC)CCCNC(=O)CC1CCN(S(=O)(=O)c2ccc(Cl)s2)CC1,0,-5
Cc1ccc(C(O)=C2C(=O)C(=O)N(c3ccccc3)C2=S)cc1,-4,/
COC(=S)Nc1cccc(C(F)(F)F)c1,1,/
O=C(O)[C@H]1CC=C[C@H]2CCN(Cc3ccc(Cl)c(Cl)c3)C(=O)[C@@H]12,-8,35
CC1C(=O)N(c2cccc3ccccc23)CCN1C(=O)CC(C)(C)C (stereo not given),-3,2
COc1cc(S(=O)(=O)N2CCCCC2C)c(OC)cc1Cl (stereo not given),-5,-4

# (list continues)
SMILES,Pf apPOL block,mHTT-CaM PPI inh
Cn1cccc1/C=C(/C#N)C(N)=S,/,7
CN1C(=O)C2CCCCN2c2ccc(C(=O)N3CCc4ccccc4C3)cc21 (stereo not given),-2,40
O=C(Cc1cccc(F)c1)N1CCCC1c1ccc(Cl)cc1 (stereo not given),-2,7
CCCC(=O)N1CCN(c2nc(CC)nc3sc(C)c(C)c23)CC1,1,-1
Cc1ccc(NC(=O)C2CCN(c3cc(N4CCSCC4)ncn3)CC2)cc1,-6,12
Cc1ccc(Cl)cc1NCN1C(=O)CNC1=S,6,/
Cc1cc(C)c(C)c(S(=O)(=O)N2CCC(c3cc(=O)n4nccc4n3C)CC2)c1C,-3,43
CCOC(=O)c1ccc(NC(=O)CSc2ccc3nnc(-c4ccccn4)n3n2)cc1,-1,-12
O=[N+]([O-])c1ccc(F)c(C(F)(F)F)c1,/,-9
CCC(NC(=O)c1ccccc1NC(=O)c1ccccc1)C(=O)Nc1ccc(OC)cc1 (stereo not given),-14,4
COCCCNc1nc(N)c([N+](=O)[O-])c(NC2CCCCC2)n1,-2,1
CCCNC(=O)Cn1cnc2sc(C(=O)Nc3cc(Cl)c(OC)cc3OC)c(C)c2c1=O,-7,1
COc1ccc(-n2nc3c(c2NC(=O)c2cccc(OC)c2OC)CS(=O)C3)cc1 (stereo not given),2,5
Clc1ccc(-n2ncc3c(NCc4cccs4)ncnc32)cc1,-6,6
Oc1c(Cl)cc(Cl)cc1C=NNC(=S)NCC1CCCO1 (stereo not given),70*,/
CC1(O)CC(c2ccccc2)SC(c2ccccc2)C1 (stereo not given),6,10
O=C(Nc1c2c(nn1-c1ccc(F)cc1)CS(=O)(=O)C2)c1ccc(Br)o1,-3,2
COc1ccc(S(=O)(=O)NCC2CCC(C(=O)N3CCC4(CC3)OCCO4)CC2)cc1 (stereo not given),2,6
CCOC(=O)C1=C(C)Nc2nc3ccccc3n2C1c1cccc(F)c1 (stereo not given),-2,1
O=C(NCc1cccc(C(F)(F)F)c1)c1cn2ccccc2n1,-1,-4
COc1ccc(C2C(=C(O)c3ccc(Cl)cc3)C(=O)C(=O)N2CCCN(C)C)c(OC)c1 (stereo not given),-5,-4
CCCC(=O)NC(c1ccc(Cl)cc1Cl)c1ccc2cccnc2c1O (stereo not given),-4,100*
O=C(Cc1ccc(F)cc1)N1CCN(c2ccc([N+](=O)[O-])cc2)CC1,-2,20
Cn1c(=O)cc2c3c(c(N4CCCCC4)ccc31)C(=O)c1ccccc1-2,-9,55*
CC(=O)c1cccc(NC(=O)Cn2nc(C(F)(F)F)c(Cl)c2C)c1,-8,-7

# 3 of these compounds, set out differently:
# Value order: Pf apPOL block	mHTT-CaM PPI inh
> CCOC(=O)C1=C(C)Nc2nc3ccccc3n2C1c1cccc(F)c1 (stereo not given)
→ -2	1
> O=C(NCc1cccc(C(F)(F)F)c1)c1cn2ccccc2n1
→ -1	-4
> COc1ccc(C2C(=C(O)c3ccc(Cl)cc3)C(=O)C(=O)N2CCCN(C)C)c(OC)c1 (stereo not given)
→ -5	-4

# The list goes on.
SMILES,Pf apPOL block,mHTT-CaM PPI inh
c1nc(NC2CCCCC2)c2c3c(sc2n1)CCC3,6,-4
COc1ccc(-c2cc(C3CC3)nc(SCC#N)c2C#N)cc1,-3,0
Cc1cc(C2CCCN2Cc2ccccc2Br)on1 (stereo not given),2,-12
O=c1[nH]c2ccc(S(=O)(=O)Nc3ccc(OC(F)(F)F)cc3)cc2o1,-10,0
CCOc1ccc(S(=O)(=O)N2CCCC2C(=O)NCCc2csc(C)n2)cc1 (stereo not given),-3,2
COc1cc(C=C2Oc3cc(OC(=O)c4ccco4)ccc3C2=O)cc(OC)c1OC,2,18
Cc1ccc(NC(=O)c2oc(=O)c3ccccc3c2-c2ccccc2)cc1F,-2,-5
CCN(C)C(=O)c1ccccc1N1CCC(NC(=O)c2ccc(C)cc2)CC1,-81,15
O=C(Nc1ccc(Cl)cc1)c1cc2n(n1)C(C(F)(F)F)CC(c1ccccc1)N2 (stereo not given),2,0
CCCNC(=O)c1ccc2c(c1)n(Cc1cccc(F)c1)c(=O)c1ccnn12,2,-4
O=C1C(=O)N(Cc2ccc(Cl)c(Cl)c2)c2ccc([N+](=O)[O-])cc21,2,91*
O=C(c1cc(Cl)ccc1Cl)N1CCN(CC(O)c2cccs2)CC1 (stereo not given),-1,-12
CC1CCCCN1S(=O)(=O)c1ccc(NC(=O)c2cccs2)cc1 (stereo not given),-1,-3
Cc1ccc(CC(=O)N2CCc3c(c(C(=O)NCc4ccc(F)cc4)nn3C)C2)cc1,-9,69*
COc1ccc(Cl)cc1NC(=O)c1c(NCc2ccncc2)sc2c1CCCC2,-20,79*
Cc1ccc(NC(=O)c2cc(N)ccc2N2CCOCC2)cc1,-6,12
CC(=O)c1sc(NC(=O)c2cc(Cl)sc2Cl)nc1-c1ccccc1,1,-16
Cc1ccc(-n2ncc3c(=O)[nH]c(SCC(=O)Nc4ccc(F)cc4)nc32)cc1,5,-2
Cc1cc(C(C)(C)C)ccc1OCCCN1CCN(C)CC1,3,13
Cc1c(Cl)cccc1NC(=O)C(C)Oc1ccc(F)cc1 (stereo not given),1,-16
COC(=O)COc1ccc2oc(=O)cc(-c3cc4cccc(OC)c4o3)c2c1,-8,2
COc1cc(/C=C2\Sc3ccccc3C2=O)cc([N+](=O)[O-])c1O,0,81*
COc1cccc(NC(=O)Cn2ccc3sccc3c2=O)c1,-1,-4
Cc1ccccc1-n1ncc2c(=O)n(Cc3c(F)cccc3Cl)cnc21,-8,8
COc1ccc([N+](=O)[O-])cc1NC(=O)CCN1CCC(C(N)=O)CC1,-10,-1

# 5 records drawn at random from those above:
SMILES,Pf apPOL block,mHTT-CaM PPI inh
Cc1cccc(N=c2oc3c(C)ncc(CO)c3cc2C(=O)Nc2ccccc2F)c1,-2,1
COc1cc(C=C2Oc3cc(OC(=O)c4ccco4)ccc3C2=O)cc(OC)c1OC,2,18
Cn1c(CC2CCN(C(=O)NC3CCCCC3)C2)nc2cccnc21 (stereo not given),-3,1
COc1ccc(-c2noc(C3CCN(CC(=O)Nc4ccc(F)cc4)CC3)n2)cc1,-5,-5
Cc1cc(C2CCCN2Cc2ccccc2Br)on1 (stereo not given),2,-12

# Profiles, quoted from the list. Order of screens: Pf apPOL block | mHTT-CaM PPI inh
# `Cc1ccc(NC(=O)c2cc(N)ccc2N2CCOCC2)cc1` reads -6 | 12
# `COc1cc(C=C2Oc3cc(OC(=O)c4ccco4)ccc3C2=O)cc(OC)c1OC` reads 2 | 18
# `CC(=O)c1sc(NC(=O)c2cc(Cl)sc2Cl)nc1-c1ccccc1` reads 1 | -16
# `c1nc(NC2CCCCC2)c2c3c(sc2n1)CCC3` reads 6 | -4
# `Cc1ccc(-n2ncc3c(=O)[nH]c(SCC(=O)Nc4ccc(F)cc4)nc32)cc1` reads 5 | -2

# The results go on.
SMILES,Pf apPOL block,mHTT-CaM PPI inh
Cn1c(CC2CCN(C(=O)c3ccccc3)C2)nc2cccnc21 (stereo not given),-4,3
Cc1ncc(CO)c2cc(C(=O)Nc3ccc(F)cc3F)c(=Nc3ccc(C#N)cc3)oc12,17,1
CC1=C(C#N)C(c2ccc(N(C)C)cc2)C2=C(CCCC2=O)N1 (stereo not given),1,5
O=S(=O)(c1cccs1)N1CCCCC1c1nncn1CC1CC1 (stereo not given),-8,3
CC1CC(C)(C)N(C(=O)Nc2cccc(Cl)c2)c2ccccc21 (stereo not given),-9,-2
C/C=C(\C)CN1CCN(C(=O)OCC)CC1,-2,-4
COc1nccnc1NS(=O)(=O)c1ccc(NC(=O)c2cccc([N+](=O)[O-])c2)cc1,-2,2
Cc1ccc(C(=O)N2CCc3sc(C(=O)NC(C)c4ccccc4)cc3C2)cc1 (stereo not given),-10,8
O=C(C1CC(=O)N(c2ccc(F)c(Cl)c2)C1)N1CCc2nc3cc[nH]n3c(=O)c2C1 (stereo not given),-1,7
COc1ccc(NC(=O)C[C@H]2C(=O)N(C3CCCCC3)C[C@@H]2CSC)cc1,-4,0
Cc1ccc(C(=O)N2CCC(CCOc3ccccc3F)CC2)s1,-2,-18
COc1ccc(C2/C=C\CN(C(=O)OCC3c4ccccc4-c4ccccc43)CC(=O)N2Cc2cccc(F)c2)cc1 (stereo not given),-6,40
CCCNC(=O)C1CC(c2cc(OC)ccc2OC)=NO1 (stereo not given),-1,-6
Cc1c(Cl)cccc1NC(=O)Cn1cc2c(n1)CCC(C)C2 (stereo not given),-3,-13
CCOc1cccc(C(=O)Nc2cccc(C)c2)c1,-8,-24
O=c1c2scc(-c3cccc(F)c3)c2ncn1Cc1ccccc1,-1,-36
CC(Sc1ccccc1)C(=O)Nc1ccc(Br)cc1 (stereo not given),-6,-48
CCCCN(CC)C(=O)c1nn(-c2ccccc2OC)c(=O)c2ccccc12,1,-10
CC(CNC(=O)c1ccc(F)cc1)NC(=O)c1ccc(F)cc1 (stereo not given),-3,-4
CCc1nc(=O)c(-c2ccccc2)c(C)n1-c1ccccc1,-4,0

# An excerpt; rates above refer to the full screens.
